Bioassay records: PubChem BioAssay, several laboratories
proCasp7 act: counter-screen for procaspase-3 activators: activators of human procaspase-7; activation, % at 8.5 µM; AID 463210; 330,000 tested, 0.093% active; recombinant procaspase-7, Ac-DEVD-pNA absorbance 405 nm; D23A/D198A/D206A triple mutant, cannot self-cleave; scale: DMSO 0, 5 µM enzyme 100;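 active = percent activation above the screen-wide mean plus 3 SD, cut at about 25% in these data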
Target sequence (P55210 whole entry D23A/D198A/D206A): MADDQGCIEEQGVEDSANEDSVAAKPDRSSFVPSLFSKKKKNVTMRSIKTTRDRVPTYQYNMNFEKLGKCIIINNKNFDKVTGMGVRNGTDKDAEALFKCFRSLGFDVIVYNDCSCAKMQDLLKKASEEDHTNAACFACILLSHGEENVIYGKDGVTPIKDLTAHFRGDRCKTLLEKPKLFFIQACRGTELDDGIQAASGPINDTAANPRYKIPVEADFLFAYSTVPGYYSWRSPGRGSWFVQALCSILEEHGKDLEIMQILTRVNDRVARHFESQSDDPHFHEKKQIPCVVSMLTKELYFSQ
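Test system: Procaspase-7 triple mutant (PC-7 D3A). Also added: Ac-DEVD-pNA substrate, 400 µM as added. Schedule: 1 h enzyme–compound preincubation and 2 h substrate reaction, both 25 °C. Signal: p-Nitroaniline absorbance at 405 nm, read at 0 and 120 min. Control set: low DMSO alone, high DMSO plus 5 µM PC-7.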
AHR activator: human AHR activation; 320,000 tested, 2.5% active; P35869; activation, % at 5 µM; AHR-responsive luciferase reporter cells, luminescence; in the data active = activation above about 47%;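 note: 0% = vehicle wells and 100% = reference agonist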
MEP2-GFP yeast: alters MEP2-GFP fluorescence in TOR pathway yeast screen; S. cerevisiae MEP2-GFP strain, flow cytometry GFP, 3 h; 100% = DMSO control level; GFP response vs DMSO, % at 10 µM; 330,000 tested, 0.51% active; AID 2016;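 active = GFP response versus DMSO above a set limit, roughly screen mean plus 3 SD, cut at about 180% in these data; inconclusive = fewer than 70 cells counted for a yeast strain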;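 note: median GFP fluorescence of the barcode-gated MEP2-GFP cells per well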
proCasp3 act: activates human procaspase-3; P42574; recombinant procaspase-3 D3A, Ac-DEVD-pNA absorbance 405 nm; activation, % at 8.5 µM; 330,000 tested, 0.11% active; AID 463141;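 active = activation above the mean of all tested compounds plus 3 SD, cut at about 21% in these data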;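 note: 0% = DMSO alone and 100% = DMSO wells spiked with extra 5 µM PC-3 D3A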
Target sequence (P42574 whole entry D9A/D28A/D175A): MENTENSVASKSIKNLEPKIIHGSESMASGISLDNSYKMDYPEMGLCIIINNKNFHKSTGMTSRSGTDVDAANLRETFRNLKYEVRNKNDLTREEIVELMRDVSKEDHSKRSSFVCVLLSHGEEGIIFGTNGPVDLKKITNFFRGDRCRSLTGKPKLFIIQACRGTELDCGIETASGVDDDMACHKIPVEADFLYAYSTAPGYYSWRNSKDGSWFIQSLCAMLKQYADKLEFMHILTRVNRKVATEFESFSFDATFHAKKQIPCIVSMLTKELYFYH
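Assay system – Procaspase-3 D3A mutant, all three cleavage aspartates alanine · Controls – DMSO-only low control, 5 µM PC-3 D3A high control · Schedule – 1 h compound preincubation, 2 h substrate hydrolysis at 25 °C · Signal – 405 nm absorbance of p-nitroaniline, reads at 0 and 120 min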
RPL19A TOR yeast: yeast TOR pathway RPL19A-GFP modulation | S. cerevisiae RPL19A-GFP strain, flow cytometry, 3 h; hits give low values | percent response vs DMSO, % at 10 µM | AID 2025 | 330,000 tested, 0.3% active;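 active = percent response vs DMSO below 50%; inconclusive = fewer than 70 events counted for the yeast strain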;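 note: median channel GFP fluorescence of the barcoded RPL19A-GFP strain; ratio of sample median GFP to plate DMSO average so 100% = DMSO; lower means less RPL19A-GFP as with rapamycin TOR inhibition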
CIT2 TOR yeast: modulators of TOR pathway CIT2-GFP in S. cerevisiae; S. cerevisiae CIT2-GFP strain, flow cytometry, 3 h; 100 means same as DMSO wells; GFP response vs DMSO, % at 10 µM; 320,000 tested, 0.065% active;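 active = GFP response relative to DMSO above a set limit, near the screen mean plus 3 SD, cut at about 150% in these data; inconclusive = Fewer than 70 cells measured for a yeast strain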;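 note: ratio of well median GFP fluorescence to mean of DMSO wells on the plate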
LAP4 TOR yeast: yeast TOR pathway LAP4-GFP modulation. S. cerevisiae LAP4-GFP multiplex, flow cytometry GFP, 3 h; median GFP as percent of DMSO wells. GFP response vs DMSO, % at 10 µM. 320,000 tested, 0.34% active;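 active = GFP response vs DMSO above a set limit, about the screen mean plus 3 SD, cut at about 150% in these data; inconclusive = under 70 cell events counted for the yeast strain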
AGP1-GFP MLPCN: yeast TOR pathway AGP1-GFP modulation; GFP response vs DMSO, % at 10 µM; 320,000 tested, 0.02% active; AID 2066; S. cerevisiae AGP1-GFP multiplex flow cytometry, 3 h; GFP as percent of DMSO wells;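 active = GFP response relative to DMSO above a set limit, near screen average plus 3 SD, cut at about 150% in these data; inconclusive = fewer than 70 cells counted for the yeast strain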;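 note: median GFP channel fluorescence of the gated AGP1 strain per well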
The depositor's hits bear a star; ? = inconclusive; nt = not tested or not shown.

1: CN(C)c1ccc(/C=N/n2c(C3CCCCC3)n[nH]c2=S)cc1
2: CC(Sc1ncnc2sc(-c3ccccc3)cc12)C(=O)NCC1CCCO1 (configuration not stated)
3: CC(OC(=O)c1cccc(-n2cnnn2)c1)C(=O)N(C)c1ccccc1 (configuration not stated)
4: COc1ccc(C2/C=C\CN(Cc3ccc(N(C)C)cc3)CC(=O)N2Cc2ccc(F)cc2)cc1 (configuration not stated)
5: O=C(COc1ccc2cc(Br)ccc2c1)N1CCOCC1
6: Cc1ccc(CNC(=O)Nc2ccc(F)cc2F)n1C

entry no.	1	2	3	4	5	6
proCasp7 act	-7	11	-2	9	6	nt
AHR activator	-2	-6	2	4	-1	nt
MEP2-GFP yeast	103	101	96	89	100	95
proCasp3 act	-9	-11	-1	5	8	nt
RPL19A TOR yeast	91	102	99	101	104	91
CIT2 TOR yeast	85	91	96	106	98	94
LAP4 TOR yeast	83	99	95	105	99	85
AGP1-GFP MLPCN	74	96	102	93	98	87

Results in sequence from the entries so far:
RPL19A TOR yeast, compounds 2–6: 102, 99, 101, 104, 91

Next section:
7: CC1CCN(Cc2c(C(=O)N/N=C/c3cc(Br)ccc3O)nnn2-c2nonc2N)CC1
8: CCCC(=O)c1c[nH]c(C(=O)NCc2cccnc2)c1
9: CCc1nc(C)ccc1OCC(=O)N(CC)CC
10: Cc1ccc2cc(C)c(SCC(=O)NCC3CCCO3)nc2c1 (configuration not stated)
11: CC(OC(=O)c1ccc(S(=O)(=O)N2CCCCC2)cc1)C(=O)NC1CCCCC1C (configuration not stated)
12: COc1cc2c(C(=O)NC3CCCCCC3)cn(C)c(=O)c2cc1OC

entry no.	7	8	9	10	11	12
proCasp7 act	-79	8	2	0	-1	-7
AHR activator	5	11	0	3	3	10
MEP2-GFP yeast	107	93	105	105	99	112
proCasp3 act	-62	0	-3	8	1	3
RPL19A TOR yeast	106	96	103	101	96	101
CIT2 TOR yeast	105	96	101	97	101	104
LAP4 TOR yeast	105	98	106	93	97	102
AGP1-GFP MLPCN	106	99	106	103	102	108

Limited to LAP4 TOR yeast, for some of the entries so far:
cpd	smiles	LAP4 TOR yeast
11	CC(OC(=O)c1ccc(S(=O)(=O)N2CCCCC2)cc1)C(=O)NC1CCCCC1C (configuration not stated)	97
12	COc1cc2c(C(=O)NC3CCCCCC3)cn(C)c(=O)c2cc1OC	102

Reprinted at random: two records from the list.
7: CC1CCN(Cc2c(C(=O)N/N=C/c3cc(Br)ccc3O)nnn2-c2nonc2N)CC1
8: CCCC(=O)c1c[nH]c(C(=O)NCc2cccnc2)c1

entry no.	7	8
proCasp7 act	-79	8
AHR activator	5	11
MEP2-GFP yeast	107	93
proCasp3 act	-62	0
RPL19A TOR yeast	106	96
CIT2 TOR yeast	105	96
LAP4 TOR yeast	105	98
AGP1-GFP MLPCN	106	99

Later entries
13: CC(C)(C)c1csc(NC(=O)c2cccs2)n1
14: Cc1nn(C)c(C(=O)Nc2ccc(Br)cc2F)c1Br
15: Cc1nc(SCC(=O)NC2CCCCC2)[nH]c(=O)c1C
16: O=C1C2C3C=CC(C4CC34)C2C(=O)N1c1ccc2c(c1)OCO2 (configuration not stated)
17: NC(=O)CC(NC(=O)c1ccccc1)c1ccc(NCCOc2ccccc2)c([N+](=O)[O-])c1 (configuration not stated)
18: O=C(CN(Cc1cccs1)C(=O)CNS(=O)(=O)c1ccccc1)NC1CCCC1

entry no.	13	14	15	16	17	18
proCasp7 act	-7	10	-5	1	4	-10
AHR activator	26	88*	2	1	7	-1
MEP2-GFP yeast	99	104	102	105	95	97
proCasp3 act	-4	-1	-6	9	-1	4
RPL19A TOR yeast	95	104	102	99	98	97
CIT2 TOR yeast	79	104	97	96	88	90
LAP4 TOR yeast	124	100	95	103	110	86
AGP1-GFP MLPCN	87	103	101	100	90	96

19: Nc1c(S(=O)(=O)c2cccs2)c2nc3ccccc3nc2n1CC1CCCO1 (configuration not stated)
20: Cc1ccc(N(CC(=O)NCC2CCCO2)S(C)(=O)=O)cc1Cl (configuration not stated)
21: COc1ccc(-c2nc(CNS(=O)(=O)c3ccc(OC)c(OC)c3)cs2)cc1
22: N#CCSc1nc2c(c(C3CC=CCC3)c1C#N)CCC2 (configuration not stated)
23: Cc1cccc(NC(=O)CCN2C(=O)c3cccc([N+](=O)[O-])c3C2=O)c1
24: COc1cc2sc3cc(NCc4ccc5c(c4)OCO5)ccc3c(=O)c2cc1OC

entry no.	19	20	21	22	23	24
proCasp7 act	7	-1	3	-3	9	-5
AHR activator	1	0	10	-5	-2	7
MEP2-GFP yeast	96	103	104	98	107	85
proCasp3 act	1	7	-1	-6	0	-7
RPL19A TOR yeast	89	100	101	97	96	88
CIT2 TOR yeast	89	97	104	83	87	74
LAP4 TOR yeast	90	101	102	115	100	90
AGP1-GFP MLPCN	86	108	103	96	96	84

25: Cc1ccsc1C(=O)OCc1nc2ccccc2c(=O)[nH]1
26: O=C(N1CCCCC1)N1CCCN(C(=O)N2CCCCC2)CC1
27: N#CC1=C(N)OC2=C(CN(Cc3ccccc3)C/C2=C\c2cccnc2)C1c1cccnc1 (configuration not stated)
28: O=C(O)c1ccccc1C(=O)N1CCN(c2ccccc2)CC1
29: COC(=O)N/N=C/c1cc(Cl)cc(Cl)c1OCc1ccccc1
30: Cc1cc(NC(=O)COC(=O)C(C)Oc2ccc(Cl)cc2Cl)no1 (configuration not stated)

entry no.	25	26	27	28	29	30
proCasp7 act	11	12	6	6	-6	-4
AHR activator	56*	-1	6	28	62*	0
MEP2-GFP yeast	104	?	100	101	127	111
proCasp3 act	1	4	3	-3	4	1
RPL19A TOR yeast	103	?	97	98	109	97
CIT2 TOR yeast	106	?	99	104	111	99
LAP4 TOR yeast	106	?	98	102	102	96
AGP1-GFP MLPCN	106	?	101	101	105	102

Ordered by the number under RPL19A TOR yeast (smallest number first): 3 from the list above.
entry	compound	RPL19A TOR yeast
27	N#CC1=C(N)OC2=C(CN(Cc3ccccc3)C/C2=C\c2cccnc2)C1c1cccnc1 (configuration not stated)	97
25	Cc1ccsc1C(=O)OCc1nc2ccccc2c(=O)[nH]1	103
29	COC(=O)N/N=C/c1cc(Cl)cc(Cl)c1OCc1ccccc1	109

The listing continues.
31: CC(=O)n1cc(/C=N/NC(=O)c2ccccc2Cl)c2ccccc21
32: O=C(NCCc1ccccc1)c1cc(-c2ccco2)on1
33: O=C(Nc1ccc(Cl)cc1)N1CCOC12CCCCC2
34: CCOC(=O)C1CCCN(C(=O)c2cc(-c3ccc(F)cc3)nc3ccccc23)C1 (configuration not stated)
35: Cc1nc2ncnn2c(C)c1CCC(=O)N1CCN(c2ccccn2)CC1
36: COC(=O)CNC(=O)c1c(C)cc(=O)oc1C

entry no.	31	32	33	34	35	36
proCasp7 act	-6	0	5	6	0	2
AHR activator	44	1	5	3	-1	1
MEP2-GFP yeast	112	89	93	102	94	97
proCasp3 act	5	-7	-1	3	-5	8
RPL19A TOR yeast	106	88	96	97	97	97
CIT2 TOR yeast	99	93	97	83	93	100
LAP4 TOR yeast	99	97	103	96	100	95
AGP1-GFP MLPCN	96	83	97	96	103	100

37: Cc1ccc(-n2c3nc(=O)[nH]c(=O)c-3cc3cc([N+](=O)[O-])ccc32)cc1C
38: CN(C)/C=C(\C#N)C(N)=C(C#N)C#N
39: CCCCn1c(N)c(N(CCOC)C(=O)c2cccc(S(=O)(=O)N(C)c3ccc(C)cc3)c2)c(=O)[nH]c1=O
40: O=C(O)c1ccc(NC(=S)NC(=O)c2ccc(-c3ccccc3)cc2)cc1
41: Cc1nnnn1/C(=C\c1ccccc1)C(=O)OCC(=O)NC1CCCCC1
42: COc1ccc2nc(Nc3nc(C)c(C(C)=O)s3)sc2c1

entry no.	37	38	39	40	41	42
proCasp7 act	-4	0	2	3	10	-31
AHR activator	-2	0	-4	2	-2	4
MEP2-GFP yeast	94	108	100	94	102	104
proCasp3 act	-14	5	12	-3	-5	-4
RPL19A TOR yeast	95	102	98	90	103	100
CIT2 TOR yeast	88	114	90	92	103	99
LAP4 TOR yeast	93	100	110	108	102	107
AGP1-GFP MLPCN	89	107	109	98	110	105

43: O=C(CN1CCN(CC(=O)Nc2ccc3c(c2)OCO3)CC1)Nc1ccc(F)cc1
44: COc1ccc(/C=C/C(=O)OCC(=O)c2ccc[nH]2)cc1
45: CC(=O)N1CCN(C(=O)COC(=O)CNC(=O)c2ccc(C)cc2)CC1
46: COC(=O)CCc1nc2ccccc2nc1OC
47: CCOC(=O)N/N=C(\C)c1ccc(C)o1
48: OCCNC(=S)Nc1ccc(Oc2ccccc2)cc1

entry no.	43	44	45	46	47	48
proCasp7 act	7	-6	11	6	-4	10
AHR activator	-1	1	-1	7	9	6
MEP2-GFP yeast	94	93	99	101	91	104
proCasp3 act	-228	10	2	8	-8	4
RPL19A TOR yeast	96	87	105	100	89	106
CIT2 TOR yeast	96	79	93	102	nt	107
LAP4 TOR yeast	98	89	103	99	93	88
AGP1-GFP MLPCN	95	88	104	97	89	104

49: CN(CC(=O)Nc1cccc(F)c1)C(=O)C1CCN(S(=O)(=O)c2ccc3c(c2)OCCO3)CC1
50: O=C1CCCC(=NCc2ccco2)C1
51: Fc1ccc(-c2nc3c(-c4ccc(F)cc4)cnn3cc2CCN2CCOCC2)cc1
52: CN(C)c1cc[n+](CC(=O)Nc2ccccc2C(F)(F)F)cc1
53: CCOc1ccccc1NC(=O)Nc1ccc(Cl)cc1
54: COc1ccc(-c2ccnc3ncnn23)cc1

entry no.	49	50	51	52	53	54
proCasp7 act	5	9	3	5	-3	7
AHR activator	1	-1	0	-1	53*	-1
MEP2-GFP yeast	110	114	103	99	109	87
proCasp3 act	2	-1	8	-2	1	16
RPL19A TOR yeast	95	103	99	100	113	92
CIT2 TOR yeast	102	104	97	110	103	90
LAP4 TOR yeast	96	100	104	89	103	90
AGP1-GFP MLPCN	101	109	101	91	103	85

55: O=C(NC1CCCCC1)C(c1cccs1)N(C(=O)Cc1c[nH]c2ccccc12)c1ccc(F)cc1 (configuration not stated)
56: CN(C)C(=O)c1cc(C(=O)c2c(F)cccc2F)c[nH]1
57: O=C(O)c1cc(/C=C/c2ccc(N3CCOCC3)cc2)nc2ccccc12
58: NS(=O)(=O)c1ccc(CCNC(=O)c2cc(-c3ccccc3)nc3ccccc23)cc1
59: Cc1ccc(SCCNC(=O)c2cccc([N+](=O)[O-])c2C)cc1
60: Nc1nonc1-n1nnc(C(=O)N/N=C/c2cccs2)c1-c1ccc2c(c1)OCO2
61: Cc1ccc(-c2noc(C3CCCN(C(=O)c4ccc(Cl)cc4)C3)n2)o1 (configuration not stated)
62: CCOc1ccc(C(=O)N(CC)CC(=O)Nc2ccc3c(c2)OCCO3)cc1
63: CC(=O)c1ccc(-n2nncc2C(C)(C)C)cc1

entry no.	55	56	57	58	59	60	61	62	63
proCasp7 act	-1	-6	-2	0	-1	2	2	2	2
AHR activator	1	3	-2	12	2	6	2	3	1
MEP2-GFP yeast	99	100	106	100	90	116	100	104	95
proCasp3 act	-5	-1	-12	-7	1	-4	-1	8	9
RPL19A TOR yeast	96	102	116	105	93	101	104	103	92
CIT2 TOR yeast	92	105	116	95	95	97	99	91	96
LAP4 TOR yeast	96	103	106	96	90	96	104	111	97
AGP1-GFP MLPCN	100	104	106	99	92	97	104	100	99
